Screening data (PubChem)
KDM5B inh = blocks human KDM5B histone demethylase activity; Q9UGL1; KDM5B demethylase, FDH-coupled NADH fluorescence (FDH is formaldehyde dehydrogenase); Potency, µM (doses to about 57.7 µM), for inactives: top-dose activity change, negative = inhibition, most hits filed as inhibitors; 220,000 compounds, 2.6% hits; AID 1347165; active means well fitted inhibition curve with a large enough effect; inconclusive means small, poorly fitted or top-dose-only effect; inactive means no such curve, though single readings can be large or run the other way; further: 0% is about no effect; nearly all actives have a fitted effect of over 70% in size
Target sequence (Q9UGL1 whole entry, looked up): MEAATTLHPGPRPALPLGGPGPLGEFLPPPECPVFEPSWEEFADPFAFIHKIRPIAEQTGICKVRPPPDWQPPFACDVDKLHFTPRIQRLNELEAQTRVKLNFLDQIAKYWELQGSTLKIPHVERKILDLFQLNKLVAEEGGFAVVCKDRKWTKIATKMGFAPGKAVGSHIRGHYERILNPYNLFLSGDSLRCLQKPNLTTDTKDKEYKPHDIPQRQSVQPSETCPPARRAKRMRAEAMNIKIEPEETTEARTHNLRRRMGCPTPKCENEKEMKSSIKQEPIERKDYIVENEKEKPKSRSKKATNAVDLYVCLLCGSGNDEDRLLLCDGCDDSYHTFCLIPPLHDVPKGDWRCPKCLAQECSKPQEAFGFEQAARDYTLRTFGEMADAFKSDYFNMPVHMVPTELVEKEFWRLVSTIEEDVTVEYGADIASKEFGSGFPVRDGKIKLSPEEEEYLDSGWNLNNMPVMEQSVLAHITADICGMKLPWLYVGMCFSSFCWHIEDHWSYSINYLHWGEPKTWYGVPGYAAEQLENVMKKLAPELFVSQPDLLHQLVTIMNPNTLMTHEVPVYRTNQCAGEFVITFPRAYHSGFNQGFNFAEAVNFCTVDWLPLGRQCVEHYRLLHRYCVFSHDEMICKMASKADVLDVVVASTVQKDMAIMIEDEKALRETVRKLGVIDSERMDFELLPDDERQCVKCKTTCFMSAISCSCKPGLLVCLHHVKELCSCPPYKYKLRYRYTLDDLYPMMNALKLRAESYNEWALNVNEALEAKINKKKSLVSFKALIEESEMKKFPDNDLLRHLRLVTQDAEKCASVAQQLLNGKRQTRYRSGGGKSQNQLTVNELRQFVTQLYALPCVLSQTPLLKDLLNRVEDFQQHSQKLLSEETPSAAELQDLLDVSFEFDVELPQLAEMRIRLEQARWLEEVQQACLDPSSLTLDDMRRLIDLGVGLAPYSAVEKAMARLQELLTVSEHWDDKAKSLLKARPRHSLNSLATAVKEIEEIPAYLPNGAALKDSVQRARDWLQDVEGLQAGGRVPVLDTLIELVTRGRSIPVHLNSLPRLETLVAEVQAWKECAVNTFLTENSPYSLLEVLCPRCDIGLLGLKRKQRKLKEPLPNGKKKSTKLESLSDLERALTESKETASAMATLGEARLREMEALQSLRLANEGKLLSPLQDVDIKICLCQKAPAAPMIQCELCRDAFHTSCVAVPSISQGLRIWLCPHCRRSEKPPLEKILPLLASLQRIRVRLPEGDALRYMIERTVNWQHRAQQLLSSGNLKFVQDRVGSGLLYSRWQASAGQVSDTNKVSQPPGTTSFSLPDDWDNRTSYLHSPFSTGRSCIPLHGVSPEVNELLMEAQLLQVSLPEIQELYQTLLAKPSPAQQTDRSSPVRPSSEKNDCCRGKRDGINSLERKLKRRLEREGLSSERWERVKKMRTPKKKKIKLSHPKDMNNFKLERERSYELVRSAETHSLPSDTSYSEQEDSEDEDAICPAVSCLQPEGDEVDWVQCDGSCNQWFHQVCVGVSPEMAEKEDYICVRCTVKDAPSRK
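Here, H3K4me3 peptide (12.5 µM in substrate mix) is demethylated by KDM5BΔAP, 200 nM final, after 10 min compound exposure. Formaldehyde product is coupled through FDH (0.25 U/mL in mix) to NADH fluorescence; 30-min ΔRFU feeds dose-response curves.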
Starred values were filed as active, the others as inactive; i = inactive; ? = inconclusive; [ ] = remark or other dose. Potency means the concentration at half of the fitted maximal effect.

SMILES	KDM5B inh
CC(=O)c1cccc(NCC(=O)Nc2ccccc2C#N)c1	-26.4%
COc1cc(NC(=O)CSc2nnc(C)n3c2cc2oc(C)cc23)cc(OC)c1	-2.2%
Cc1ccc(-c2[nH]c3ccccc3c2C=O)c(C)c1	-14.6%
CCCc1nc2oc3cc(OC)ccc3c(=O)c2c(=O)n1CCc1ccccc1	15.4%
COc1ccc(NC(=O)c2c(C)oc3ccn(Cc4cccc(F)c4)c(=O)c23)cc1F	-39.9%
O=C(NCc1cc(F)ccc1F)C1CCN(C(=O)c2ncn3c2COC(c2ccc(F)cc2)C3)CC1 (centres undefined)	-13.5%
CCCNc1c(NC(=O)NCCc2ccccc2)c(=O)oc2ccccc12	4.2%
O=C(Cn1nnc2sc3c(c2c1=O)CCCC3)Nc1ccc(F)c(Cl)c1	11.2%
COc1cc(NC(=O)c2cccc(Cl)c2Cl)ccc1NC(=O)c1cc2ccccc2o1	?
CCN1CC(c2ccccc2)CC2(CCN(C(=O)Nc3ccccc3)CC2)C1 (centres undefined)	2.5%
CC1CCN(C(=O)C[C@@H]2c3nc(NC(=O)c4cccc(F)c4)sc3C[C@@H]3[C@](C)(CO)[C@H](O)CC[C@]32C)CC1	?
CC(C)C1CC(CCN)(c2ccccc2)CCO1 (centres undefined)	-29.3%

Exported as a markdown table: 5 of the compounds above
| mol | KDM5B inh |
| --- | --- |
| Cc1ccc(-c2[nH]c3ccccc3c2C=O)c(C)c1 | -14.6% |
| CCCc1nc2oc3cc(OC)ccc3c(=O)c2c(=O)n1CCc1ccccc1 | 15.4% |
| COc1ccc(NC(=O)c2c(C)oc3ccn(Cc4cccc(F)c4)c(=O)c23)cc1F | -39.9% |
| O=C(NCc1cc(F)ccc1F)C1CCN(C(=O)c2ncn3c2COC(c2ccc(F)cc2)C3)CC1 (centres undefined) | -13.5% |
| CCCNc1c(NC(=O)NCCc2ccccc2)c(=O)oc2ccccc12 | 4.2% |

Exported with the structure last: entries from further up.
| KDM5B inh | SMILES |
| --- | --- |
| 2.5% | CCN1CC(c2ccccc2)CC2(CCN(C(=O)Nc3ccccc3)CC2)C1 (centres undefined) |
| -2.2% | COc1cc(NC(=O)CSc2nnc(C)n3c2cc2oc(C)cc23)cc(OC)c1 |
| ? | CC1CCN(C(=O)C[C@@H]2c3nc(NC(=O)c4cccc(F)c4)sc3C[C@@H]3[C@](C)(CO)[C@H](O)CC[C@]32C)CC1 |

(continued)
SMILES	KDM5B inh
COc1cc(Nc2ncnc3c2cnn3-c2ccc(Cl)cc2)cc(OC)c1OC	1.5%
COc1ccc(CCN2CCC(CN(C)Cc3ccc(C#CCCO)cc3)CC2)cc1	1.0%
CC(C)CNC(=O)c1ccnc(-c2nnc3ccc(N4CCN(C)CC4)nn23)c1	-11.7%[86.2 µM]
Cc1ccc(-c2cnc3ccccc3n2)c(C)c1	-24.9%
CC(C)(C)n1nnnc1SCC(=O)N1N=C(c2cc3ccccc3o2)CC1c1ccco1 (centres undefined)	?
O=C(NNC(=O)c1ccc(Cl)c(Cl)c1)c1ccncc1	22.0%
COc1ccc(-c2cc(C(=O)N3CCOCC3)c3ccccc3n2)cc1OC	5.8%
COc1ccc(-c2cc(C(F)(F)F)nc(S(=O)(=O)CCCC(=O)Nc3ccccc3C(F)(F)F)n2)cc1OC	i
O=C(CCN1C(=O)/C(=C\C=C\c2ccccc2)SC1=S)Nc1ccccc1C(=O)O	?
COc1cc2c(cc1OC)CN(C(=O)COC(=O)c1cccnc1Nc1ccccc1F)CC2	?
O=C1NCCOCCCN(S(=O)(=O)c2ccc3c(c2)OCCO3)[C@H]2CCC[C@@H]12	2.4%
CCOC(=O)c1cc2n(n1)CC(C)(C(=O)NC1CCC(C)CC1)N(CCc1cccs1)C2=O (centres undefined)	8.2%
COc1cc(NC(=O)c2ccc3c(c2)NC(=O)CS3)cc(OC)c1	7.1%
NC(=O)[C@@H](Cc1ccccc1)NC(=O)[C@@]1(O)C[C@@H](O)[C@H](O)[C@@H](NC(=O)c2cccnc2)C1	-8.6%
O=C(Nc1ccccc1F)C(Cc1ccccc1)N1Cc2ccccc2C1=O (centres undefined)	-14.6%
C=CCc1ccccc1OCc1nc2ccc(C)cc2[nH]1	-1.5%
CCOc1ccc(NC(=O)CSc2nc(-c3cccc(Cl)c3)nc3c2Cc2c(CO)cnc(C)c2O3)cc1	0.5%
COc1ccc(CNC(=O)[C@@H]2CCC[C@@H](NC(=O)C3CCOCC3)CN(C)C(=O)C2)cc1	2.4%
CC(=O)Nc1ccc(C2Nc3ccccc3C(=O)N2c2ccc(F)cc2)cc1 (centres undefined)	?
O=C(O)c1ccc2c(C(C(=O)O)N3CCN(c4ncccn4)CC3)cn(Cc3ccccc3)c2c1 (centres undefined)	?
F[C@@H]1CN(Cc2nccs2)C[C@@H]1OCc1nc2ccccc2o1	-15.7%[86.2 µM]
CCN1C(C(=O)Nc2cc(C)on2)=C(O)c2ccccc2S1(=O)=O	-26.1%
COc1ccc(-n2ncc(C(=O)Nc3ccc4c(c3)OCO4)c2C2CCN(C(=O)OC(C)(C)C)CC2)cc1	-15.2%
COc1cc2[nH]c(=O)n(CCCC(=O)NCc3ccccc3Cl)c(=O)c2cc1OC	?
COc1ccc(OC(=O)c2cc3ccccc3oc2=O)cc1	6.9%
CCn1c2c(c(=O)[nH]c1=O)C(c1ccc(C(=O)O)cc1)C1=C(N2)c2ccccc2C1=O (centres undefined)	-28.0%
CC1Oc2ccccc2C=C1/C=C/C(=O)c1ccc(O)cc1 (centres undefined)	?
COc1cccc(CC(=O)N2CCCC3(C2)NC(=O)N(Cc2cccc(Cl)c2)C3=O)c1 (centres undefined)	-27.5%
COc1ccccc1CCNC(=O)c1cccn1-c1nnc(N2CCCC2)s1	?
Cc1ccccc1CNC(=O)c1ccc2c(c1)N(C)C1CCCN1C2=O (centres undefined)	?
COc1ncccc1CNC[C@H]1COCc2nc3cc(C(F)(F)F)ccc3n21	-0.8%[86.2 µM]
O=C(O)/C=C/c1cccc(I)c1	25.9%
COCCCNC(=O)CCCN1C(=O)COc2ccc(C(=O)COc3cc(C)ccc3C)cc21	-16.1%
Cc1cc(=O)oc(C)c1C(=O)Nc1ccc(N(C)C)cc1	18.0%
CCC(CC)C(=O)Nc1ccc(OCc2cc(=O)n3ccsc3n2)cc1	-15.4%
COc1ccccc1N1CCN(c2nc3ccc(C)cc3nc2-n2nc(C)cc2C)CC1	?
Cc1cccc(C(=O)N(Cc2ccc(C)o2)c2ccccn2)c1	7.0%
COCCn1ncc(N2CCCC(CC(=O)Nc3ccc(C)cc3)C2)cc1=O (centres undefined)	15.6%
CC(C)(C)OC(=O)COc1ccc2cc(-c3nc4ccccc4s3)c(=O)oc2c1	-19.4%
N#C/C(=C/c1cccc(F)c1)C(=O)c1c[nH]c2cc(F)ccc12	-4.1%
CC(=O)N1CCc2c(sc3c2c(=O)n(Cc2ccccc2)c(=O)n3Cc2ccccc2F)C1	2.9%
O=C(CC[C@@H]1CNC(=O)[C@@H]2C[C@H](NCc3ccc(F)cc3)CN12)NCc1ccccc1	?
CS(=O)(=O)N(Cc1cccnc1)C1CN(C(=O)c2cc3ccccc3[nH]2)C1	?
COCc1nc(CCNC(=O)CCCc2nc(-c3ccc(C)cc3)no2)no1	-16.0%
CC(Sc1nnc(-c2ccccc2F)n1C1CC1)C(N)=O (centres undefined)	16.7%
CCN(CC)CCNC(=O)c1ccc2c(c1)sc1nc(-c3ccc(F)cc3)cn12	?
C#CCNC(=O)c1cc(-c2ccccc2OC)c2cnn(C)c2n1	89.1µM*
Cc1cc(C)cc(NC(=O)Cn2cc(C(=O)c3ccccc3)c(=O)c3ccc(C)nc32)c1	-2.8%
COc1ccc(C)cc1-n1nnc(-c2nc(-c3ccncc3)no2)c1N	-5.0%
CN(C)C1(CNC(=S)NCc2ccc(F)cc2)CCCCC1	15.6%
CCCCn1c(=O)n(CC(=O)Nc2c(C)cccc2C)c(=O)c2c1ncn2CCC(C)C	-14.0%
CC(=O)N1c2ccc(S(=O)(=O)NCCC(=O)Nc3ccc(C)cc3Br)cc2CC1C (centres undefined)	16.2%
CC1(C)C(=O)N(CCOc2ccccc2)[C@H]2CN(Cc3ccc4c(c3)CCO4)C[C@H]2[S+]1(=O)[O-]	?
C[N+](C)(C)CC(=O)c1ccc2c(c1)OCCCO2	9.8%
Cc1cccc(C)c1NC(=O)c1nc(S(C)(=O)=O)ncc1N(Cc1ccc(F)cc1)Cc1ccco1	4.4%
CC(C)c1nnc2ccc(NCc3ccccc3Cl)nn12	6.5%
COCCn1c(SCC(=O)N2CCCCC2)nc2c(c1=O)SCC2	12.2%
O=C1c2cccc(Cl)c2C(=O)N1c1ccccn1	17.9%
Cc1cc(Nc2cccc(Cl)c2)nc2ccc(NC(=O)Cc3ccc(Cl)cc3)cc12	?
Cc1ncsc1CCC(=O)N(C)Cc1csc(-c2ccccc2)n1	-3.8%
The list goes on:
SMILES	KDM5B inh
CC(=O)Nc1c(F)cc(Br)cc1F	-3.2%
COc1ccccc1C(=O)N1CCC(Cc2nc(-c3ccc(F)cc3)no2)CC1	-3.0%
CC(=O)N1CCCC(c2[nH]ccc2C(=O)NCc2ccc3c(c2)OCO3)C1 (centres undefined)	-26.8%
Cc1ccsc1C(=O)C1CCCN(Cc2ccc(OC(C)C)c(CO)c2)C1 (centres undefined)	-9.3%
COc1ccc(CNC(=O)c2cn(-c3cccc(OC)c3)c(=O)c3ccccc23)cc1	?
O=C(Nc1ccccc1)c1ccc(Cl)c(S(=O)(=O)Nc2ccccc2)c1	-8.1%
COc1ccc(CC(=O)N(C)Cc2ccc(C(C)(C)C)cc2)cc1S(=O)(=O)N1CCOCC1	6.6%
O=C(c1ccc2c(c1)N(Cc1ccccc1Cl)C(=O)c1ccccc1S2)N1CCCC1	-16.3%
O=C(Cc1cccc(F)c1)Nc1cccc(-c2nnc3n2CCCC3)c1	11.0%
Cc1ccc(C(=O)COc2ccc3ccc(=O)oc3c2)cc1	?
COc1ccc(C(=O)N2C[C@@H](Oc3cccnc3)C[C@H]2C(=O)N2CCOCC2)cc1	32.8%
COCC(=O)NCC(C)(C)c1ccccc1	-5.9%
O=C(NCC1(N2CCOCC2)CCCCC1)c1ccc(NC(=O)c2cccs2)cc1	-1.4%
O=C(NC1CCCC1)c1ccc2c(c1)N(Cc1ccccc1F)C(=O)c1ccccc1S2	-15.4%
Cc1ccc(NC(=O)c2nc3ccccc3nc2N2CCCC2)c(C)c1	10.1%
COc1ccc(S(=O)(=O)N2CCN(C(=O)Nc3ccccc3OC)CC2)cc1	6.9%
COc1ccc(NC(=O)c2ccc(NC(=O)CCS(=O)(=O)c3cccs3)cc2)cc1Cl	?
Cc1ccc(CNC(=O)C(C)n2c(=O)cc(C(F)(F)F)c3c(C)nn(C)c32)cc1 (centres undefined)	?
Cc1cccc(-c2nc(C#N)c(N3CCN(C(=O)c4cccs4)CC3)o2)c1	-20.6%
Cc1nc(C)c(C(=O)N2CCCC2c2nc(CCOCC3CC3)no2)s1 (centres undefined)	2.3%
Cc1ccc(OCc2cc(=O)n3cc(C)sc3n2)c(NC(=O)c2ccco2)c1	2.7%
COCC(=O)N1CCC(Oc2ccc(C(=O)NCc3cc(C)n(C)n3)cc2)CC1	-18.4%
CCc1ccc(NC(=O)CSc2nc(-c3ccc(C)cc3)nc3c2Cc2c(CO)cnc(C)c2O3)cc1	?
Cc1nn(C)cc1CN1C[C@@H]2C(=O)N(Cc3ccc4c(c3)OCO4)C(=O)[C@@H]2C1	-6.8%

Structures listed above that bear a hit mark in KDM5B inh.
SMILES	KDM5B inh
C#CCNC(=O)c1cc(-c2ccccc2OC)c2cnn(C)c2n1	89.1µM*

(continued)
SMILES	KDM5B inh
O=C(c1cc(-c2ccccc2)nc2ccccc12)N1CCCC(C(F)(F)F)C1 (centres undefined)	8.6%
CSc1cccc(Nc2nc3c(S(=O)(=O)c4ccccc4)nnn3c3ccc(Cl)cc23)c1	0.8%
Cc1ccc(Cn2c(=O)n(-c3cc(C)cc(C)c3)c(=O)c3oc4ccccc4c32)cc1	?
COC(=O)N1CCC(c2nn(-c3ccc(F)cc3)c(=O)[nH]2)CC1	20.7%[86.2 µM]
Cn1c(=O)c2c(ncn2CC(=O)c2ccc3c(c2)CCC3)n(C)c1=O	-13.1%
Cc1noc(C2CC3(CCN(C(=O)COc4ccc(F)cc4)CC3)CN2C)n1 (centres undefined)	15.1%
COc1ccc(C(=O)C(C)C(=O)c2ccc(OC)cc2)cc1	13.9%
O=C(NC1CCCCCCC1)c1ccc(Br)cc1	24.5%
CCOc1ccc(NC(=O)Cn2cc(C(=O)c3ccc(F)cc3)c(=O)c3cc4c(cc32)OCCO4)cc1	-19.6%
Cc1ccc(-c2cc(C(=O)OC(C)C(=O)NC(=O)NC3CCCC3)c3ccccc3n2)o1 (centres undefined)	?
CCN(CC)S(=O)(=O)c1ccc2c(c1)NC(=O)C1CCCN21 (centres undefined)	?
CCOC(=O)c1ccc(Nc2ncnc3c2cnn3-c2cccc(Cl)c2)cc1	2.9%
COc1cccc(N2CCN(C(=O)c3ccc4nc(N5CCC(C)CC5)sc4c3)CC2)c1	?
O=C(c1cc(CC2(NCc3ccccc3F)COC2)no1)N1CCCCC1	-17.7%[86.2 µM]
O=C(c1cc(C2CC2)nc2onc(C3CCNCC3)c12)N1CCC(F)CC1	-0.8%[115 µM]
CCN(CC)C(CNC(=O)c1cn(C)c2ccccc12)c1ccccc1 (centres undefined)	-3.1%
Cc1noc(C)c1CO[C@H]1CCOC[C@H]1NC(=O)CCCc1cn[nH]c1	1.1%

Single values from above.
`O=C(c1cc(CC2(NCc3ccccc3F)COC2)no1)N1CCCCC1` – KDM5B inh: -17.7%[86.2 µM]
`CCN(CC)C(CNC(=O)c1cn(C)c2ccccc12)c1ccccc1` (centres undefined) – KDM5B inh: -3.1%
`O=C(c1cc(C2CC2)nc2onc(C3CCNCC3)c12)N1CCC(F)CC1` – KDM5B inh: -0.8%[115 µM]
`Cc1noc(C)c1CO[C@H]1CCOC[C@H]1NC(=O)CCCc1cn[nH]c1` – KDM5B inh: 1.1%

Some of the compounds tested, so the mix of outcomes need not match the whole.
